ALOX12 inh: inhibitors of human 12S-lipoxygenase ALOX12; P18054; purified 12hLO, xylenol orange hydroperoxide absorbance; Potency, µM (highest dose often 108 µM), without a hit: top-dose activity change, negative = inhibition, usual class: inhibitors; 1.1% of 580,000 active; AID 1671190; further: potency means the concentration at half of the fitted maximal effect; on the % scale 0 is the no-effect control and ±100 the full control effect
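Hydroperoxide product was detected by ferrous iron/xylenol orange as the 573 to 405 nm absorbance ratio. Arachidonic acid at 40 uM (final) was turned over for 30 min at room temperature by 150 nM human 12hLO, pH 7.0 Hepes buffer, after 15 min compound preincubation.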
ERG Ets-DNA blk: inhibitors of human ERG Ets domain-DNA interaction; P11308; 0.028% of 370,000 active; fluorescence polarization, His-ERG Ets domain / labelled DNA; AID 624246; Potency, µM (highest dose often 76.9 µM), for the others: at the top dose FP activity, negative = inhibition, usual class: inhibitors; active means well fitted inhibition curve with a large enough effect in the polarisation, with a control signal flat; inconclusive means small, poorly fitted or top-dose-only effect, or effect the other way, or a change in a side signal; inactive means no such curve, though single readings can be large or run the other way; the % refers to the polarisation;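 further: polarization taken with two DNA probes labelled with fluorescein and Texas red; potency means the concentration at half of the fitted maximal effect; % of control where 0% means no effect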
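His-tagged ERG Ets domain (1 uM in the protein solution; 300mM KCl, 50mM Tris-HCl, 1mM EDTA, 1mM DTT, pH 7.5) received compound, then a probe mix of 5 nM fluorescein-DNA and 100nM Texas-615-DNA. Fluorescence polarization was read for both dyes.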
RGS4 inhibitor: inhibitors of human regulator of G protein signaling 4 | P49798 | 0.039% of 390,000 active | Potency, µM (series often up to 114 µM), for inactives: top-dose activity change, negative = inhibition, usual class: inhibitors | Transcreener GDP fluorescence polarization, RGS4-accelerated GTP hydrolysis | AID 504845; further: potency means the concentration at half of the fitted maximal effect; on the % scale 0 is the no-effect control and ±100 the full control effect; nearly all actives have a fitted effect of over 75% in size; some results filed as inactive show a strong effect at the top dose
Target sequence (P49798 whole entry, looked up): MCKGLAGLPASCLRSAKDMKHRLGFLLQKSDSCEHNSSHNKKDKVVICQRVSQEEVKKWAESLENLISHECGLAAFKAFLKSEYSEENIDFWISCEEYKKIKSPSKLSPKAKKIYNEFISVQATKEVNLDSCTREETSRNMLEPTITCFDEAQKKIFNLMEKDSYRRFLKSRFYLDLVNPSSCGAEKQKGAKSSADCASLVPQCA
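MLSMR compounds (23 nl, pin-transferred) preincubated 10 min at room temperature with a 500nM (2x) first reagent, then RGS4 at 900nM (2x) plus Transcreener GDP mix added; fluorescence polarization (620/688 nm) read before and after 90 min at 30 °C.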
Anesthetic bind: candidate novel general anesthetic via apoferritin binding; AID 485281; apoferritin/1-aminoanthracene competitive binding, fluorescence; Potency, µM (titrated, usually from 77.5 µM), for inactives: at the highest dose activity change, negative = displacement, hits mostly inhibitors; 0.074% of 350,000 active; further: potency means the concentration at half of the fitted maximal effect; on the % scale 0 is the no-effect control and ±100 the full control effect; nearly all actives have a fitted effect of over 20% in size
Target sequence (P02791 2-175 limits assumed): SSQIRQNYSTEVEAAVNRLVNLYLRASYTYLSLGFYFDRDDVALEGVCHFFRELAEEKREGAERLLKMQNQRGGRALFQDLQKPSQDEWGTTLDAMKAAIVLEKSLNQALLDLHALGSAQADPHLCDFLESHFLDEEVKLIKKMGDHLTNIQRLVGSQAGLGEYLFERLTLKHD
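Steps: apoferritin (10 uM) was premixed with half-saturated 1-AMA in PBS, compounds were pin-transferred, plates stood 10 min at room temperature, fluorescence was read at 380/535 nm, and curves were fitted with a Hill equation.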
POLH inh: blocks human DNA polymerase eta activity; Q9Y253; recombinant Pol eta, fluorescent DNA replication assay; Potency, µM (top dose mostly 114 µM), for inactives: at the top dose activity change, negative = inhibition, most hits filed as inhibitors; 1.2% of 390,000 active; AID 588591; further: potency means the concentration at half of the fitted maximal effect; on the % scale 0 is the no-effect control and ±100 the full control effect
Target sequence (Q9Y253 whole entry, looked up): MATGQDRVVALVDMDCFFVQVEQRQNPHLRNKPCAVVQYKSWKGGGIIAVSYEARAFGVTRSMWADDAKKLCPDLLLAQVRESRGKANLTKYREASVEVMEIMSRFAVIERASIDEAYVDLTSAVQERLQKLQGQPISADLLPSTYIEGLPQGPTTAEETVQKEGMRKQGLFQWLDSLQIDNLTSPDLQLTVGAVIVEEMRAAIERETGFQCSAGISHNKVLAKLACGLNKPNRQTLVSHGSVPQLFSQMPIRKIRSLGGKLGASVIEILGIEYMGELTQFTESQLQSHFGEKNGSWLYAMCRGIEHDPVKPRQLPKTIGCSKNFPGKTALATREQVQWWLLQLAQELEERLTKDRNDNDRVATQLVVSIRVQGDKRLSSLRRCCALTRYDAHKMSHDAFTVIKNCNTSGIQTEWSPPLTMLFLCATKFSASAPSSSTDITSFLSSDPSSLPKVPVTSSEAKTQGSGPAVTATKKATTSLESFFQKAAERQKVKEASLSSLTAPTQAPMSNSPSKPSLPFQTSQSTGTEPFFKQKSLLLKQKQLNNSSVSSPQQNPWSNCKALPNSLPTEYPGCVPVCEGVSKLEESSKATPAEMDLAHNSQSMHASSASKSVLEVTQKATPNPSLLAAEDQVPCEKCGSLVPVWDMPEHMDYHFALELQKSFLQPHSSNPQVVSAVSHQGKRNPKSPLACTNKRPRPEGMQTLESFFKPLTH
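Pol eta (10 nM) was preincubated with compounds for 15 min at room temperature, after which fluorescent replication substrate (50 nM final) was added to start the reaction. Fluorescence was read kinetically at 0 and 10 min.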
Pol beta inh: blocks human DNA polymerase beta activity; P06746; Pol beta primer extension/strand displacement, fluorescence kinetic; Potency, µM (doses to about 114 µM), for the others: at the top dose activity change, negative = inhibition, most hits filed as inhibitors; 1.3% of 340,000 active; AID 485314; further: potency means the concentration at half of the fitted maximal effect; on the % scale 0 is the no-effect control and ±100 the full control effect
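10 nM enzyme + cpd, 15 min RT; start with substrate 50 nM final; read 0 min and after 10 min RT. Corrected, normalized data; 4-parameter Hill curve fit.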
APEX1 inh: inhibitors of human APE1 endonuclease; P27695; recombinant APE1, TAMRA/BHQ-2 abasic DNA cleavage fluorescence; Potency, µM (doses to about 65.8 µM), without a hit: top-dose activity change, negative = inhibition, actives largely listed as inhibitors; 0.35% of 350,000 active; AID 2517;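 further: potency means the concentration at half of the fitted maximal effect; plate controls were vehicle for no effect and reference inhibitor for full effect; nearly all actives have a fitted effect of over 55% in size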
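0.75 nM APE1 + cpd, 15 min RT; start w/ 50 nM TAMRA/BHQ-2 THF-abasic dsDNA; kinetic fluor 525/598 nm ×3 reads @60 s; Δ(read3−read1); normalized to DMSO and NSC13755 control wells.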
Pol kappa inh: DNA polymerase kappa (human) inhibition | purified Pol kappa, fluorescent DNA synthesis assay, 10 min | 0.53% of 400,000 active | Q9UBT6 | Potency, µM (doses to about 107 µM), inactives show at the highest dose activity, negative = inhibition, actives largely listed as inhibitors; further: potency means the concentration at half of the fitted maximal effect; on the % scale 0 is the no-effect control and ±100 the full control effect
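Kinetic fluorescence readout at 0 and 10 min followed reaction start with substrate at 50 nM final. Beforehand, enzyme (10 nM Pol kappa) stood 15 min with compound at room temperature; buffer-only wells were negative controls.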
LDHA block: LDHA (human) enzyme inhibition; P00338; purified LDHA, NADH/diaphorase-resazurin fluorescence; active compounds read low; activity change, % (values are at about 110 or 230 µM); 0.15% of 480,000 active; AID 1347041; in the data active means activity change below about -30%; inconclusive means mostly about -25% to -30%;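 further: plate controls were DMSO wells for no effect and wells without enzyme for full effect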
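LDH5 2 nM; NADH 0.06 mM, pyruvate 0.2 mM; 200 mM Tris pH 7.4, EDTA, Tween-20; 5 min RT. Detection: diaphorase 0.133 mg/mL + resazurin 37 µM, fluorescence ex540/em590 at 0 and 20 min; normalized to enzyme-free and DMSO wells.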
Starred values were filed as active, the others as inactive; u = inconclusive; x = no result given; & = joins results of further samples; [ ] = remark or other dose. Unless noted, the call rests on the fitted dose curve; in most records, active means well fitted curve in the direction sought with a large enough effect; inconclusive means small, poorly fitted or top-dose-only effect, or another doubt; inactive means no such curve, though single readings can be large; an effect the other way counts as inactive or inconclusive.

entry	Structure	ALOX12 inh	ERG Ets-DNA blk	RGS4 inhibitor	Anesthetic bind	POLH inh	Pol beta inh	APEX1 inh	Pol kappa inh	LDHA block
1	Cc1ccc(NS(=O)(=O)c2cccc(C(=O)N3CCN(c4ncccn4)CC3)c2)cc1	198.8%[activator]	-1.5%	-10.1%	x	-15.1%	x	24.7%	-16.6%	-3.3
2	CS(=O)(=O)c1ccc(Cl)c(NC(=O)C2CCCCN2S(=O)(=O)c2ccccc2)c1 (centres undefined)	43.6%[activator]	6.0%	-1.6%	x	-12.0%	x	-5.5%	-24.1%	-3.0
3	Cc1ccccc1N1CCN(S(=O)(=O)c2cccs2)CC1	-9.3%	7.3%	-4.2%	66.4%[activator]	-13.6%	-5.1%	4.6%	-22.2%	-1.2
4	COc1ccc(-c2n[nH]c(=S)n2Cc2ccco2)cc1	u	0.0%	-13.9%	-10.3%	-6.5%	-17.6%	0.0%	-3.6%	-3.5
5	Nc1nc(Nc2ccccc2)nc(N2CCCC2)c1[N+](=O)[O-]	-29.5%	1.9%	22.4%	-11.3%	-9.4%	31.3%	-11.2%	-4.1%[60.1 µM]	-1.2
6	CCC(=O)Nc1cccc(NC(=S)NC(=O)Cc2ccccc2)c1	0.0%	-9.9%	-3.1%[11.4 µM]	-21.2%	-6.3%	38.1%	10.5%	-19.7%	-5.5
7	CCOc1cc2c(cc1/C=C/C(=O)O)OC(C)C2 (centres undefined)	-1.1%	-8.3%	-3.3%	274.0%[activator]	-9.2%	14.6%	1.2%	1.3%	0.6
8	Cc1ccc(S(=O)(=O)N2CCC(=O)N(CCOCc3cccc(C)c3)CC2)cc1	-2.8%	16.0%	11.4%	-5.4%	-11.0%	-7.1%	u	5.0%	0.1
9	Cc1cccc(N2CCN(C(=O)c3ccc4[nH]c(C)c(C)c4c3)CC2)c1C	-17.9%	0.1%	-4.8%	x	7.2%	x	44.5%	-6.0%	-12.6
10	Cc1cc([N+](=O)[O-])nn1Cc1ccc(C(=O)N/N=C/c2ccc(N(C)C)cc2)cc1	0.8%	6.5%	3.3%	-8.8%	-12.1%	-20.8%	-4.8%	-2.1%	-2.2
11	COc1ccc(CNC(=O)c2c(C)cc(=O)oc2C)cc1	5.2%	-1.2%	-31.0%	-12.8%	-16.1%	4.1%	13.0%	2.5%	-5.4
12	CCOc1ccccc1OC(C)C(=O)Nc1ccc(S(=O)(=O)N2CCCC2)cc1 (centres undefined)	138.6%[activator]	-1.4%	-8.9%	-17.5%	-21.9%	-1.1%	1.6%	-6.1%	-0.5
13	CNC(=O)NC(=O)C(C)OC(=O)c1c(C)noc1C (centres undefined)	-3.7%	7.7%	-3.3%	-14.4%	8.5%	31.0%	-1.3%	-6.7%	-3.0
14	CC(C)(C)NC(=S)Nc1ccc(Nc2ccccc2)cc1	-38.1%	-0.7%	u	u	-21.5%	-19.1%	-6.3%	0.6%	0.7
15	COc1ccc(C(=O)N/C(=C/c2ccc(Cl)cc2)C(=O)NCc2ccncc2)cc1	-4.6%	0.7%	74.9%[activator]	-13.4%	-17.7%	1.1%	42.2%[activator]	-6.8%	-7.5
16	Cc1nnc(SCc2nc(-c3ccc(Cl)cc3)no2)n1-c1ccc(F)cc1	-24.8%	-0.4%	24.8%	-10.4%	-11.8%	-2.6%	x	-14.4%	1.6
17	COc1ccccc1C1CC(=O)Oc2cc(C)c(Br)c(C)c21 (centres undefined)	-25.3%	-8.8%	14.0%	35.8%[activator][110 µM]	-7.0%	x	-0.3%&-6.9%	-7.1%&-20.6%	-0.7
18	CCc1ccc(NC(=O)CCCc2nnc3n(CC(C)C)c(=O)c4sccc4n23)cc1	0.0%	5.4%	-16.4%	-11.7%	-6.6%	11.5%	x	4.7%	-1.6
19	Cc1ccc(S(=O)(=O)NCCCNS(C)(=O)=O)cc1	-16.8%	-4.3%	1.7%	-6.4%	-15.2%	33.6%	-6.1%	-9.2%	-3.0
20	CN(C)c1cc(N)c2ccccc2n1 (tested in a mixture with another compound)	0.0%	-5.5%	51.2%	-2.9%	3.0%	4.6%	-3.8%	-17.6%	3.4

Next results follow:
entry	Structure	ALOX12 inh	ERG Ets-DNA blk	RGS4 inhibitor	Anesthetic bind	POLH inh	Pol beta inh	APEX1 inh	Pol kappa inh	LDHA block
21	Cc1cc(C)c(S(=O)(=O)N2CCCOC2CNC(=O)C(=O)NCc2ccncc2)c(C)c1 (centres undefined)	-18.4%	4.0%	11.9%	-1.0%	-15.3%	4.5%	-4.2%	-13.9%	-4.3
22	CN(C)c1ccc(-c2cncnc2NCc2cccs2)cc1	-7.0%	x	x	-6.0%	x	x	-0.4%	-5.1%[60.1 µM]	x
23	COc1cc(C2CC(=O)Oc3c2c(=O)[nH]c2ccccc32)cc(OC)c1OC (centres undefined)	29.0%&0.0%	2.3%	-4.4%	3.0%	-6.7%	2.4%	x	-6.3%	-10.9&-5.5
24	CC(C)Oc1ccc(CNC(=O)Cn2nc(N3CCN(c4ccccc4)CC3)ccc2=O)cc1	0.7%	-18.6%	19.7%	-5.2%	-9.6%	17.6%	x	8.2%	-3.7
25	NC(=O)CCC(=O)N1CCCC(C(=O)c2ccc(C(F)(F)F)cc2)C1 (centres undefined)	14.9%	-11.6%	-11.9%	-9.6%	-4.8%	-1.6%	25.1%	0.4%	-10.1
26	Cc1ccc(C(C)C)c(OCc2nc(-c3nonc3N)no2)c1	-6.3%	-3.4%	11.3%	u	-24.1%	0.6%	-1.2%	-12.2%	-2.1
27	CCC1CCCCN1Cc1ccc(N)cc1 (centres undefined)	8.6%	-0.9%	7.3%	-3.0%	1.1%	2.8%	-3.0%	1.7%	0.2
28	CCN1CCN(C(c2ccccc2Cl)c2sc3nc(-c4ccco4)nn3c2O)CC1 (centres undefined)	-24.2%	-2.8%	3.4%	-9.2%	1.3%	4.0%	x	-12.4%[60.1 µM]	3.2
29	N#Cc1c(-c2ccncc2)c2c([nH]c1=S)CCCC2	20µM*	5.9%	u	-19.0%	-0.3%	-11.7%	2.6%	-19.4%	-1.4
30	CC1(C)CC(=O)C=C(NCCCNC2CCCCC2)C1	3.3%	-10.8%	26.3%	-12.7%	-3.2%	1.0%	0.3%	-4.0%	-2.2
31	O=C(COC(=O)CCCNC(=O)c1ccc(Cl)cc1)Nc1cc(Cl)c(Cl)cc1Cl	-11.7%	-5.5%	-7.0%	4.5%	-21.9%	-14.3%	3.4%	-6.2%	-5.0
32	CC(C)(C)OC(=O)CNC(=O)c1[nH]cnc1C(=O)N[C@@H](CCCCN)C(=O)OC(C)(C)C	x	-1.3%	-26.4%	x	-1.1%	x	31.8%	8.9%	1.6
33	COc1ccc(N2CCN(CCCNC(=O)c3sc4ncccc4c3-n3cccc3)CC2)cc1	2.1%	1.2%	-3.3%	-6.4%	-18.6%	1.5%	x	-14.4%[60.1 µM]	-1.1
34	CCC(=O)Nc1nnc(S(=O)(=O)N(CC)c2ccc(OC)cc2)s1	-2.5%	-2.0%	12.5%	4.6%	-6.8%	1.0%	4.1%	-14.2%	-7.4
35	COC(=O)c1cnn(-c2ccc(C(=O)Nc3cc(OC)c(OC)c(OC)c3)cc2)c1N	-26.3%	-2.3%	7.1%	-3.7%	x	24.7%	x	-6.1%[60.1 µM]	8.3
36	CS(=O)(=O)c1ccc(N2CCN(S(=O)(=O)c3cccs3)CC2)c([N+](=O)[O-])c1	14.0%	-6.8%	22.4%	x	-19.3%	x	14.9%	4.0%	1.0
37	CCOC(=O)c1c(NC(=O)Cn2nnc(-c3ccccc3Cl)n2)sc(C)c1C	-10.3%	-1.2%	-5.4%	-9.0%	-9.5%	11.9%	2.5%	-21.7%	-1.0
38	CCOc1ccc(NC(=O)CN2CCN(CC(=O)Nc3ccc(OC)cc3)CC2)cc1	-4.1%&7.1%	-3.2%&0.2%	-8.1%&-6.2%	-16.6%&4.6%	7.7%&-14.2%	28.0%&-21.3%	-1.2%	-4.5%[60.1 µM]	-0.4&4.3
39	O=C(Nc1cc(N2CCCCC2)ncn1)c1ccc(F)cc1	3.8%	-10.3%	-3.6%[11.4 µM]	-12.2%	5.3%	15.7%	1.4%	-2.3%[60.1 µM]	-0.8
40	CCOC(=O)CNC(=O)C1(/C=C/c2ccccc2)CC(=O)N1c1ccc(OC)cc1 (centres undefined)	0.0%	10.1%	-11.1%[56.9 µM]	-13.4%	-10.4%	-1.1%	8.7%	-2.9%	-0.8

(cont.)
entry	Structure	ALOX12 inh	ERG Ets-DNA blk	RGS4 inhibitor	Anesthetic bind	POLH inh	Pol beta inh	APEX1 inh	Pol kappa inh	LDHA block
41	Cc1cccc(Nc2c(-c3ccc(N4CCOCC4)cc3)nc3ncccn23)c1	0.9%[57.4 µM]	-4.8%	-29.0%	6.3%	-11.6%	-0.1%	1.2%	14.8%	0.3
42	COc1ccccc1NC(=O)N1CCN(C(=O)Nc2ccccc2OC)CC1	6.1%	u	-6.5%[11.4 µM]	-2.6%	-25.9%	-9.1%	14.3%	-2.6%	-2.1
43	NCc1nc2cccnc2n1Cc1ccccc1Cl	-5.0%	-1.9%	12.8%	-5.1%	-6.3%	7.9%	x	u	-4.9
44	Cc1cccnc1-n1c(CCN2C(=O)c3ccccc3C2=O)nc2ccccc2c1=O	0.0%	-7.5%	-15.5%	-21.5%	-10.2%	16.9%	-7.4%	-11.4%	-7.7

Screening results from PubChem BioAssay.

Some of the compounds tested (hit frequency here may not be typical).
